# H37Rv inhibition: M. tuberculosis growth inhibition, HTS (AID 449762) | inhibition, % at 25 µM; hits with a dose series show IC50 in µM | M. tuberculosis H37Rv growth inhibition, 7H9 media; higher % means a stronger effect | 0.59% of 330,000 active; in the data active = a potency from the dose series; inconclusive = inhibition above about 70% without an active follow-up result;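 note: bacterial growth assessed after seven days of incubation; strong numbers were not always called active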
# inhibitors of VEEV: inhibitors of VEEV TC-83 cytopathic effect, confirmation, Vero cells (AID 588727) | Vero cells, VEEV TC-83 cytopathic effect inhibition; higher % means a stronger effect | inhibition, % at 20 µM; hits with a dose series show IC50 in µM | 0.13% of 350,000 active; in the data active = a potency from the dose series; inconclusive = inhibition mostly from about 14% at the one dose, without a potency; inactive = the rest, 99 in 100 with inhibition below about 12%; note: strong numbers were not always called active
# Salmonella PhoP GFP: Inhibition of PhoP regulon, Salmonella typhi GFP reporter cells, confirmation, 4 h (AID 1850). Salmonella Typhi PhoP-promoter GFP reporter, fluorescence, 4 h; higher % means a stronger effect. one-dose inhibition, % at 50 µM; IC50 in µM for titrated hits. 0.33% of 310,000 active; in the data active = a potency from the dose series; inconclusive = inhibition mostly from about 25% at the one dose, without a potency; inactive = the rest, 99 in 100 with inhibition below about 19%;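 note: 0% = induced wells with vehicle and 100% = uninduced wells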
# H1N1 NS1A inhibition: H1N1 influenza NS1A inhibitors, functional cell based assay (AID 504329); NS1A functional cell-based assay, percent inhibition; higher % means a stronger effect; inhibition, % at 12.5 µM, or IC50 in µM where a hit was titrated; 0.3% of 340,000 active; in the data active = a potency from the dose series; inconclusive = inhibition above about 27% without an active follow-up result; note: strong numbers were not always called active
# M. tuberculosis: growth inhibition of non-replicating M. tuberculosis (AID 488890); one-dose inhibition, % at 25 µM; IC50 in µM for titrated hits; 0.39% of 320,000 active; Mycobacterium tuberculosis non-replicating, growth inhibition; higher % means a stronger effect; in the data active = a potency from the dose series; inconclusive = inhibition mostly from about 82% at the one dose, without a potency; inactive = the rest, 99 in 100 with inhibition below about 76%;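 note: plate controls were DMSO cells for no effect and high antibiotic wells for full effect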
# inhibitors of VEEV 10K pilot screen: second read-out of inhibitors of VEEV, no call of its own (marks repeat the call); inhibition, %; measured here: 10K pilot screen inhibition
# The depositor's hits bear a star; i = inactive; u = inconclusive; x = no result given. Not a hit list; overall some 1.4% were active at least once.
SMILES,H37Rv inhibition,inhibitors of VEEV,Salmonella PhoP GFP,H1N1 NS1A inhibition,M. tuberculosis,others
N=C1/C(=C/c2cccn2CCOc2ccccc2)C(=O)N=C2SC=C(c3ccccc3)N12,0%,1.1%,-11%,0%,18%,
COc1ccc(CCN2C(=O)c3cccc4c(C(=O)N5CCCCC5)ccc(c34)C2=O)cc1OC,-3%,7.0%,-8%,-7%,39%,
CCCC(C)NC(=O)c1ccc(C2SCC(=O)N2Cc2ccco2)cc1 (configuration not stated),2%,0.5%,4%,6%,-2%,
CC1CCN(C(=O)/C(=C\c2cccs2)NC(=O)c2ccccc2)CC1,0%,1.9%,12%,-7%,u,
CC(C(=O)N1CCCCC1)N(C)CC(=O)Nc1ccc(Cl)cc1 (configuration not stated),3%,0.5%,5%,-6%,59%,
Cc1cc(C)c(NC(=O)C2CCCO2)c(C)c1NC(=O)C1CCCO1 (configuration not stated),1%,0.9%,-1%,5%,13%,
COc1cc(NS(=O)(=O)c2c(C)[nH]c(C)c2C(=O)N2CCCC2)cc(OC)c1OC,-4%,2.6%,-2%,1%,-10%,
Cc1cc(C)c(C(=O)CN2C(=O)NC3(CCCCC3)C2=O)cc1C,6%,3.3%,-2%,14%,-1%,
COC(=O)c1cc2n(n1)CCN(Cc1cccc(OC)c1)C2=O,4%,0.8%,-3%,-7%,2%,
COc1ccccc1N1CCN(CC(O)COc2ccc(S(=O)(=O)N3CCOCC3)cc2)CC1 (configuration not stated),-5%,0.7%,-9%,-5%,1%,
COc1ccc(OC)c(S(=O)(=O)N2CCC(C(=O)Nc3cccc(C)c3C)CC2)c1,8%,2.6%,-9%,-3%,-6%,
CCN(CC)S(=O)(=O)c1cccc(N=Nc2c(O)c3ccccc3oc2=O)c1,6%,8.9%,-1%,17%,21%,
CCNC(=O)CC1C(=O)N(c2cccc(OC)c2)C(=O)N1CCOC (configuration not stated),-1%,1.3%,-2%,-1%,-9%,
O=C(CCc1ccc(S(=O)(=O)NCCc2ccccc2)cc1)Nc1ccc2c(c1)OCO2,11%,4.1%,4%,9%,27%,
Cc1cc(C)cc(SCc2noc(C(=O)NC(C)C)c2C(=O)NC(C)C)c1,3%,2.0%,-1%,-10%,-12%,
Cc1csc(SCC(=O)Nc2ccc(Cl)cn2)n1,6%,3.0%,0%,3%,6%,
O=c1c2c(ncn2C2CCCC2)n(Cc2ccccc2)c(=O)n1CCOc1ccc(Br)cc1,17%,i,-7%,0%,22%,
CCC(C)/C(C)=N/NC(=O)CNS(=O)(=O)c1ccc([N+](=O)[O-])cc1 (configuration not stated),-6%,3.7%,9%,2%,-14%,
CC(O)C(=O)N/N=C/c1ccccc1C(=O)O (configuration not stated),-4%,0.4%,-5%,0%,x,
CSc1nccn1CC(=O)Nc1ccc(F)cc1,-8%,1.3%,-3%,-1%,-15%,
CC(C)NS(=O)(=O)c1ccc(NC(=O)C(C)OC(=O)CCC2CCCCC2)cc1 (configuration not stated),x,2.4%,x,-7%,x,
O=C(O)C(SC(C(=O)O)c1ccccc1)c1ccccc1 (configuration not stated),x,2.6%,x,1%,x,
O=C(Nc1ccc(Br)cc1)c1cccc(N2C(=O)C3C4C=CC(C4)C3C2=O)c1 (configuration not stated),-10%,7.5%,-8%,-9%,16%,
CCP(=O)(c1ccccc1)C(C)(C)O (configuration not stated),1%,1.6%,19%,-10%,-8%,
CN1CCN(c2ccccc2NC(=O)c2ccc(-c3ccc(Cl)c(Cl)c3)o2)CC1,5%,4.0%,-6%,-8%,u,
Cc1ccc(-c2ccc(/C=C3\SC(N4CCOCC4)=NC3=O)o2)cc1,u,5.1%,0%,4%,67%,
O=C(NCc1cccc(F)c1)c1cccc2c1C(=O)c1ccc(N3CCOCC3)cc1S2(=O)=O,13%,1.1%,x,-5%,-8%,
CC(=O)Oc1ccc(-c2csc(Nc3ccc(Cl)cn3)n2)cc1,u,5.7%,-3%,-1%,u,
Cc1ccc(S(=O)(=O)N2CCN(C(=O)c3cc4c(s3)CCCC4)CC2)c(C)c1,-7%,2.5%,x,-4%,21%,
CCOc1ccc(S(=O)(=O)N/N=C2/CC(c3ccccc3)Oc3ccccc32)cc1 (configuration not stated),2%,i,-8%,5%,6%,

# As a short view, 5 of the compounds above.
SMILES,H37Rv inhibition,inhibitors of VEEV,Salmonella PhoP GFP,H1N1 NS1A inhibition,M. tuberculosis,others
CC(C)NS(=O)(=O)c1ccc(NC(=O)C(C)OC(=O)CCC2CCCCC2)cc1 (configuration not stated),x,2.4%,x,-7%,x,
O=C(O)C(SC(C(=O)O)c1ccccc1)c1ccccc1 (configuration not stated),x,2.6%,x,1%,x,
O=C(Nc1ccc(Br)cc1)c1cccc(N2C(=O)C3C4C=CC(C4)C3C2=O)c1 (configuration not stated),-10%,7.5%,-8%,-9%,16%,
CCP(=O)(c1ccccc1)C(C)(C)O (configuration not stated),1%,1.6%,19%,-10%,-8%,
CN1CCN(c2ccccc2NC(=O)c2ccc(-c3ccc(Cl)c(Cl)c3)o2)CC1,5%,4.0%,-6%,-8%,u,

# Further entries.
SMILES,H37Rv inhibition,inhibitors of VEEV,Salmonella PhoP GFP,H1N1 NS1A inhibition,M. tuberculosis,others
CC(=O)Nc1cc2c(cc1Cl)-c1ccccc1C2,x,0.5%,x,-4%,x,
CC(C)CC1NC(=O)N(Cc2nc3ccccc3s2)C1=O (configuration not stated),0%,1.0%,7%,8%,17%,
O=C(CN1c2ccccc2Sc2ccccc21)N/N=C/c1ccc(Cl)cc1,-2%,1.9%,0%,x,-7%,
COc1cc2[nH]c(-c3cccc(F)c3)cc(=O)c2cc1OC,1%,2.8%,-17%,-12%,-9%,inhibitors of VEEV 10K pilot screen=1.8
COC(=O)C1(Cc2ccccc2)NC(c2ccccc2C)C2C(=O)N(c3ccc4c(c3)OCO4)C(=O)C21 (configuration not stated),0%,1.0%,8%,8%,11%,inhibitors of VEEV 10K pilot screen=5.4
O=C(NNC(=O)C1CCN(c2ncccn2)CC1)c1ccc(Cl)cc1,-7%,1.0%,0%,9%,-16%,
O=C(N/C(=C/c1ccc(Cl)cc1)C(=O)N1CCCCC1)c1ccco1,3%,6.2%,-11%,-5%,-1%,
Oc1cccc(NC(=S)Nc2ccccc2)c1,3%,0.5%,-5%,0%,33%,
CCN(CC)c1c([N+](=O)[O-])c(=O)n(CC)c2ccccc12,11%,1.0%,-8%,x,25%,
COc1cc2c(c(OC)c1OC)C(c1ccc(O)cc1)CC(=O)O2 (configuration not stated),x,i,x,-8%,x,
COc1ccc(NC(=O)N2CCCC2C(=O)NCc2cccs2)cc1 (configuration not stated),-11%,i,1%,-1%,-6%,
CC(=O)c1ccccc1NC(=O)COC(=O)C1CCCN1S(=O)(=O)c1ccccc1F (configuration not stated),-21%,0.3%,x,-6%,-9%,
CCc1ccc(NC(=O)N(CCCN2CCOCC2)Cc2cccs2)cc1,-5%,0.1%,-8%,-4%,x,
Cc1c(C(=O)Nc2cccc(Cl)c2)cn2c(nc3ccccc32)c1C#N,-5%,0.8%,-8%,-3%,-13%,
Cc1ccc2c(c1)c1c3n2CCN(CCC(=O)O)C3CCC1 (configuration not stated),2%,0.2%,-1%,-3%,2%,
O=c1c(-c2ccccc2)c(O)cc(-c2ccncc2)n1-c1ccc(Cl)cc1,25%,2.9%,0%,1%,-7%,
Oc1ccccc1C1=Nc2ncnn2C(c2ccc(F)cc2)C1 (configuration not stated),59%,5.8%,-7%,1%,14%,
Cc1nnc(SCC(=O)c2ccc([N+](=O)[O-])cc2)s1,3%,3.9%,3%,3%,42%,
CN(CCc1ccccn1)C(=O)CCC1CCCN(C(=O)CN2CCCCCC2)C1 (configuration not stated),-1%,0.7%,2%,2%,3%,
CC1SC(c2cccc(Cl)c2)NC1=O (configuration not stated),-4%,1.2%,-5%,2%,16%,
CC(=O)N[C@@H](CC(=O)O)C(=O)O,-1%,0.3%,-14%,0%,-20%,
Cc1ccc(C(=O)NCCOc2ccc(Cl)cc2)cc1,18%,1.1%,1%,-5%,25%,
CCCCC(=O)NCCc1cc2c(OC)ccc(OC)c2[nH]c1=O,-5%,4.3%,-7%,-7%,12%,
NS(=O)(=O)c1ccc(CCNC(=O)c2ccc(NS(=O)(=O)c3ccc4[nH]c(=O)[nH]c4c3)cc2)cc1,-3%,0.6%,4%,-2%,-6%,
O=C(Cn1nc(Cl)nc1Cl)c1ccccc1,-8%,i,7%,-2%,7%,
COc1cc(NC(=S)Nc2ccccn2)cc(OC)c1,10%,9.9%,-6%,0%,-7%,
CCOc1ccc(S(=O)(=O)N2CCN(c3ccc(C)cc3C)CC2)cc1,1%,i,0%,-11%,57%,inhibitors of VEEV 10K pilot screen=1.0
Cn1cc(S(=O)(=O)NC(c2ccccc2)c2ccccc2)c(=O)n(C)c1=O,1%,i,-4%,-7%,2%,
CC(C)=CCc1c(O)ccc(C(=O)Cc2ccccc2)c1O,-7%,2.4%,16%,-6%,26%,
CC(NS(=O)(=O)c1cc2c3c(c1)CCC(=O)N3CCC2)c1ccccc1 (configuration not stated),-6%,7.9%,0%,-14%,-21%,
CNCc1ccccc1OCC(=O)Nc1ccccc1,-17%,4.7%,-6%,-23%,1%,
COc1ccc(NC(=O)Cn2nnc(-c3ccccc3NC(=O)c3cccs3)n2)cc1,3%,2.4%,0%,-8%,2%,
CC(=O)c1ccc2c(c1)N(CCCN1CCC(CCO)CC1)c1ccccc1S2,6%,1.3%,6%,5%,41%,
O=C(COC(=O)c1ccco1)c1ccccc1,-3%,i,2%,5%,50%,
Cn1c(SCC(=O)NCc2ccc(F)cc2)ncc(C(=O)Nc2ccccc2)c1=O,0%,1.0%,4%,-2%,-9%,

# Among those listed so far, these contain a nitro group on carbon.
SMILES,H37Rv inhibition,inhibitors of VEEV,Salmonella PhoP GFP,H1N1 NS1A inhibition,M. tuberculosis,others
CCC(C)/C(C)=N/NC(=O)CNS(=O)(=O)c1ccc([N+](=O)[O-])cc1 (configuration not stated),-6%,3.7%,9%,2%,-14%,
CCN(CC)c1c([N+](=O)[O-])c(=O)n(CC)c2ccccc12,11%,1.0%,-8%,x,25%,
Cc1nnc(SCC(=O)c2ccc([N+](=O)[O-])cc2)s1,3%,3.9%,3%,3%,42%,

# From PubChem
